hgDAF12 agonist: activates the H. glycines DAF-12 receptor ligand-binding domain; HEK293 GAL4-hgDAF12 UAS-luciferase reporter, agonist luminescence; normalized to butyrate control; activation, % at 6.8 µM; hit rate 1.8% among 370,000; AID 687014;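 active = activation above a cutoff set at the mean of all screened compounds plus 3 SD, cut at about 10% in these data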;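 also: 0% = DMSO wells and 100% = sodium butyrate wells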
SMARCA2 activ: SMARCA2 function activation, primary screen; activation, % at 9.1 µM; hit rate 1% among 370,000; MG213 cells, MMTV-luciferase reporter, dexamethasone, overnight; AID 652017; in the data active = activation above about 7.8%;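 also: 0% = vehicle wells and 100% = reference activator wells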
KLK7 zymogen act: activators of human kallikrein-7 zymogen | purified proKLK7, EDANS-DABCYL substrate fluorescence; 100% is mature enzyme control, 0% vehicle | activation, % at 7 µM | P49862 | hit rate 0.9% among 370,000;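 active = activation above the mean of all tested compounds plus 3 SD, computed per campaign excluding outliers beyond control limits, cut at about 13% in these data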
DAX1 inh-1: blocks DAX1 repression of SF-1 activated StAR promoter. HEK293T StAR-luciferase reporter, SF-1/DAX-1 repression relief. inhibition, % at 6.8 µM. hit rate 1.1% among 370,000. AID 652010;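 active = inhibition above the mean over all tested compounds plus 3 SD, cut at about 3.6% in these data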;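 also: 0% = DAX-1 cells with DMSO and 100% = cells lacking DAX-1 with DMSO; higher inhibition means more luminescence from relief of DAX-1 repression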
sPLA2-III inh: Blocks human group III sPLA2 activity; QFRET BODIPY PC-A2 liposome hydrolysis, fluorescence; hit rate 0.56% among 370,000; AID 743126; inhibition, % at 12.2 µM;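 active = inhibition above mean plus 3 SD of compounds lying within the high and low control bounds, cut at about 19% in these data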;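 also: 0% = median of test compound wells and 100% = no enzyme DMSO wells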
GAA850 FXN act: frataxin GAA850 promoter activation. HEK293 lucGAA850 FXN promoter luciferase reporter, 24 h; percent of 10 µM SAHA response. activation, % at 6 µM. hit rate 0.56% among 360,000. AID 540364;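 active = activation above the average of all compounds screened plus 3 SD, cutoff fixed separately per campaign, cut at about 7.5% in these data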;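 also: 0% = DMSO wells and 100% = 10 µM SAHA wells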
hcDAF-12 act: activators of H. contortus DAF-12 nuclear receptor; HEK293 hcDAF-12 lit1-tk-luc reporter, luminescence; 0% DMSO, 100% Δ7-dafachronic acid; activation, % at 6.8 µM; hit rate 1.4% among 370,000; AID 652067;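 active = activation above the mean of all tested compounds plus 3 SD, cut at about 5.5% in these data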;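 also: 100% = response to 3 µM Δ7-dafachronic acid high control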
NPR1 activator: GC-A (human) enzyme activation. activation, % at 10 µM. hit rate 0.14% among 370,000. P16066. HEK293 GC-A cells, cGMP TR-FRET, EC30 ANP; 0% at EC30 ANP, 100% saturating ANP; in the data active = activation above about 40%
Target sequence (P16066 whole entry, looked up): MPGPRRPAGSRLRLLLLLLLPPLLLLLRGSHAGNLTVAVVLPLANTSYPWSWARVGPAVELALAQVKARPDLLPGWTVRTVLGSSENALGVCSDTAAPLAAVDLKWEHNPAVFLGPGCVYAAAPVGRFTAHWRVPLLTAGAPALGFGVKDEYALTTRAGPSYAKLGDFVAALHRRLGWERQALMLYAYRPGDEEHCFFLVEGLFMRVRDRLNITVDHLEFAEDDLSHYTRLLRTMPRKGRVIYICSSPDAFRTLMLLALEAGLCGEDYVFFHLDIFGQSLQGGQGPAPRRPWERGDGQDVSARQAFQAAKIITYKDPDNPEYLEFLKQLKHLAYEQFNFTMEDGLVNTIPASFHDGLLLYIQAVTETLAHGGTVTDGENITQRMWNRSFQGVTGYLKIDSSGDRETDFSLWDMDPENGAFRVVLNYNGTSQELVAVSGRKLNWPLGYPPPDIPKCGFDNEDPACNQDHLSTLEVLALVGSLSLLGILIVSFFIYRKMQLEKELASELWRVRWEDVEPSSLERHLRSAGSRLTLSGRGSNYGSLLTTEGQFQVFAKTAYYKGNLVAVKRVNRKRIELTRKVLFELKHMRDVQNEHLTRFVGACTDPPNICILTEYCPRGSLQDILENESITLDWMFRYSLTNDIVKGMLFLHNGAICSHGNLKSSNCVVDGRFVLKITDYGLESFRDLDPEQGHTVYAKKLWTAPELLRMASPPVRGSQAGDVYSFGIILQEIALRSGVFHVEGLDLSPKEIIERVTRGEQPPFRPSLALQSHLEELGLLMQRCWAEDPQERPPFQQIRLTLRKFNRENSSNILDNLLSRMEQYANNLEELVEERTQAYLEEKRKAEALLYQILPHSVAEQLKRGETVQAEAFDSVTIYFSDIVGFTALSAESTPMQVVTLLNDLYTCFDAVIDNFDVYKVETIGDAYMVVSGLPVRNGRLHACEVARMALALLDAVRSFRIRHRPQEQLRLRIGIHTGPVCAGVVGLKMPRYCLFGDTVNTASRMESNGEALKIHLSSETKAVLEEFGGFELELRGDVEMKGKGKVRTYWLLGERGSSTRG
DAX1 inh-2: NR0B1 (DAX1) inhibition; HEK293 Gal4-DAX1 luciferase reporter, luminescence; AID 504766; hit rate 0.99% among 340,000; inhibition, % at 6.75 µM;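 active = inhibition above the mean over all tested compounds plus 3 SD, cut at about 4.2% in these data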;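 also: 0% = DAX1-transfected cells with DMSO and 100% = empty-vector control cells with DMSO; inhibition shows as a rise in luminescence from relieved DAX1 repression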
ssDAF-12 act: activates DAF-12 receptor from parasite S. stercoralis; HEK293 ssDAF-12/GRIP1 lit1-tk-luc reporter, luminescence; % of 3 µM dafachronic acid response; activation, % at 6.8 µM; hit rate 1% among 370,000; AID 652126;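 active = activation above the mean over all tested compounds plus 3 SD, cut at about 0.9% in these data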;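 also: 0% = DMSO-only wells and 100% = 3 µM delta7-dafachronic acid wells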
GC-B act: GC-B (human) receptor activation; P20594; HEK293-GC-B cells, CNP EC30, cGMP TR-FRET; 0% at EC30 CNP, 100% saturating CNP; activation, % at 10 µM; hit rate 0.11% among 370,000; AID 1920062;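 active = activation at 10 µM reaching about 35% in either raw or pattern-adjusted values, limit read from the data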
* = called active by the depositor; . = not tested or not shown.

SMILES	hgDAF12 agonist	SMARCA2 activ	KLK7 zymogen act	DAX1 inh-1	sPLA2-III inh	GAA850 FXN act	hcDAF-12 act	NPR1 activator	DAX1 inh-2	ssDAF-12 act	GC-B act
CS(=O)(=O)c1cnc(-c2ccccc2)nc1Sc1ccc(F)cc1	1.1	1	0.4	-0.1	3	1.7	3.2	-17	1.1	0.0	2
Cc1ccc(CC2CC(=O)N(c3cc(C)ccc3C)C2=O)cc1 (stereo unspecified)	-3.1	-1	0.2	-0.2	-5	1.1	-2.6	-2	1.1	-0.6	1
CCN(C(=O)c1ccc(NC(=O)Cc2ccccc2)cc1)c1ccccc1	1.8	0	0.1	-0.1	-13	-0.9	-1.1	5	1.3	-1.2	3
Cc1cccc(N2CCN(C(C(=O)NCc3ccccc3)c3ccco3)CC2)c1C (stereo unspecified)	4.6	-1	-0.2	1.4	-1	.	-2.9	1	.	-1.5	4
COc1ccc(OC)c2sc(NNC(=O)COc3ccccc3)nc12	1.5	-1	-0.1	1.6	18	0.3	-1.5	4	-1.5	-0.9	-2
CCOC(=O)Cc1csc(NC(=O)c2cccnc2)n1	0.3	2	0.1	-0.7	1	-0.1	-1.0	2	-0.1	-1.0	1
CCOc1ccc2ncc(S(=O)(=O)c3ccc(C)cc3)c(N3CCC4(CC3)OCCO4)c2c1	-4.0	-3	0.4	-1.0	-9	-1.9	-5.4	2	-2.3	-1.9	1
COc1ccc(OC)c(S(=O)(=O)N2CCC(C(=O)NC3CCCC3)CC2)c1	0.6	-2	-1.0	-0.3	7	-0.1	0.3	3	-0.3	-0.8	-2
C(=N\N1CCOCC1)/c1cccs1	1.9	-2	0.1	0.1	3	-0.4	-0.5	6	2.7	-1.0	3
O=C(COc1ccc(Cl)cc1)Nc1ccc2c(c1)OCO2	2.5	0	0.1	0.1	-2	-0.7	1.6	9	1.8	-0.1	0
Cc1ccccc1OC1(C)CCN(Cc2ccc3ccccc3c2)C1 (stereo unspecified)	-1.4	-2	-0.5	0.6	5	1.5	-0.5	-1	.	-1.6	2
NC(=O)c1ncn([C@@H]2O[C@H](C(=O)N3CCN(Cc4ccccn4)CC3)[C@@H](O)[C@H]2O)n1	0.3	2	0.2	0.7	1	.	-0.3	1	.	-0.1	4
Cc1cc(C)cc(N(C(=O)CNC(=O)c2ccco2)C(C(=O)NC2CCCC2)c2ccncc2)c1 (stereo unspecified)	-4.1	-5	0.0	0.2	15	1.4	-0.7	-14	1.8	-0.9	-7
O=C(c1cc(COc2ccc(F)cc2Cl)on1)N1CCC(c2ccncc2)CC1	-3.0	-4	-0.5	-4.4	-14	0.4	-3.6	5	-2.8	-3.1	-6
COc1ccccc1N1CCN(C(=O)C(CC(C)C)NC(=O)C2CCCCC2)CC1 (stereo unspecified)	-2.8	-2	0.6	0.2	-1	-2.3	-0.5	5	-1.0	-1.2	1
CSc1ccc(S(=O)(=O)N2CCC(C(=O)NCc3cccnc3)CC2)cc1	-0.8	0	-0.1	0.0	-1	1.8	-1.4	-1	-0.6	-1.2	6
COC(=O)Cc1ccc(NC(=S)N2CCN(c3ccccn3)CC2)cc1	2.0	0	-0.3	-0.3	1	0.8	-0.4	4	1.0	-1.3	1
O=C(Cc1csc(NC(=O)Nc2ccc(Cl)cc2)n1)NCc1ccccn1	10	0	0.1	0.9	-8	2.6	2.4	-1	-0.6	0.4	-4
O=C(NCc1ccc(Cl)cc1)c1cc2c(s1)CS(=O)(=O)C2	0.1	-2	0.4	-0.3	5	1.1	4.5	1	0.1	-1.1	-1
O=S(=O)(c1ccc(-c2csc(Nc3ccc(Br)cc3)n2)cc1)N1CCCC1	3.8	-4	-0.1	-1.5	-3	-0.3	-1.3	-4	-3.0	-1.5	-1
CCOc1ccc(C(C(=O)NC(C)(C)C)N(CCOC)C(=O)CCC(=O)Nc2ccccn2)cc1 (stereo unspecified)	-1.9	0	0.1	-0.2	1	1.9	1.6	1	1.0	-0.7	1
O=C(CCC(F)(F)F)N1CCCC(CO)(CCc2ccccc2)C1 (stereo unspecified)	-1.6	-1	0.5	-0.3	4	1.5	-1.7	6	1.1	-1.3	4
O=C(CSc1nc(=O)n(CCCN2CCOCC2)c2c1CCCC2)Nc1ccc(Cl)cc1	-0.6	0	-0.1	0.5	-10	-0.5	-0.2	-5	1.8	-0.8	-6
Nc1nnc(/C=C/c2ccccc2)s1	6.1	6	0.0	0.9	1	5.1	5.8*	3	-0.5	-0.9	1
O=C1CN(C(=O)COC(=O)C2CC(=O)N(Cc3ccco3)C2)c2ccccc2N1 (stereo unspecified)	0.0	1	0.0	0.2	1	-0.4	-0.4	0	0.6	-1.1	-4
c1ccc(-c2csc(N3CCOCC3)n2)cc1	8.8	3	0.0	1.8	1	0.8	0.5	0	2.0	-0.9	3
CCOC(=O)C1CCCN(S(=O)(=O)CCNC(=O)c2ccccc2)C1 (stereo unspecified)	-0.8	0	0.0	1.4	0	1.7	-0.9	0	-1.1	-0.2	-1
CC(=O)Nc1cccc(OCCCNC(=O)C2CCC2)c1	2.4	-2	0.1	0.0	2	-0.8	-1.4	3	0.5	-1.2	-8
Clc1ccc(OCCN2CCCCC2)cc1Cl	-0.8	-1	-0.6	0.1	-8	1.4	1.4	1	0.9	-1.0	-4
COc1cc(/C=C/C(=O)OC[C@H]2O[C@H](OC3(CO)OC(CO)C(O)C3O)[C@H](O)[C@@H](O)[C@@H]2O)ccc1O (stereo partly specified)	2.6	2	0.8	-0.1	6	0.5	-2.3	3	-0.3	-1.2	7

Reprinted at random: three entries already listed, in no set order.
SMILES	hgDAF12 agonist	SMARCA2 activ	KLK7 zymogen act	DAX1 inh-1	sPLA2-III inh	GAA850 FXN act	hcDAF-12 act	NPR1 activator	DAX1 inh-2	ssDAF-12 act	GC-B act
CC(=O)Nc1cccc(OCCCNC(=O)C2CCC2)c1	2.4	-2	0.1	0.0	2	-0.8	-1.4	3	0.5	-1.2	-8
O=C(Cc1csc(NC(=O)Nc2ccc(Cl)cc2)n1)NCc1ccccn1	10	0	0.1	0.9	-8	2.6	2.4	-1	-0.6	0.4	-4
O=C(CCC(F)(F)F)N1CCCC(CO)(CCc2ccccc2)C1 (stereo unspecified)	-1.6	-1	0.5	-0.3	4	1.5	-1.7	6	1.1	-1.3	4

Remaining list, next part
SMILES	hgDAF12 agonist	SMARCA2 activ	KLK7 zymogen act	DAX1 inh-1	sPLA2-III inh	GAA850 FXN act	hcDAF-12 act	NPR1 activator	DAX1 inh-2	ssDAF-12 act	GC-B act
c1ccc(C(c2ccccc2)c2ccn[nH]2)cc1	2.5	-1	-0.4	0.3	-3	2.6	-1.1	5	0.4	-1.1	-2
CCCCN(Cc1cc2cc(OC)ccc2[nH]c1=O)S(=O)(=O)c1ccc(C)cc1	0.2	-2	-1.8	-0.8	-1	-3.1	-0.2	-1	-0.2	-1.4	-8
COc1ccc(/C=C/C(=O)OCC(=O)NCc2ccco2)c(OC)c1	1.6	-2	0.4	-0.4	-6	0.9	-1.7	-2	-0.1	-1.8	0
CC(NS(=O)(=O)c1ccc2c(c1)c(=O)n(C)c(=O)n2C)C(=O)NC1CCCCC1 (stereo unspecified)	-1.6	-3	0.1	0.2	-1	1.6	-1.7	0	0.3	0.6	-5
COC(=O)[C@H](C(C)C)N(Cc1cn(Cc2ccc(C)cc2)nn1)S(=O)(=O)c1ccccc1Br	2.6	-4	0.3	-1.3	-6	.	-2.4	1	.	-1.6	5
COCCn1c(COc2cccc(OC)c2)nnc1SCC(=O)NC1CCCCC1	-0.6	-3	0.1	-0.4	11	-2.3	-2.3	-2	-0.3	-1.0	0
COc1ccccc1CCNC(=O)C(=O)NCC1OCCN1S(=O)(=O)c1ccc([N+](=O)[O-])cc1 (stereo unspecified)	0.3	0	-0.1	-0.7	-3	-0.3	1.8	-3	-0.2	-1.3	1
O=C(Nc1csnn1)OCc1ccccc1	-0.4	5	0.5	1.4	-5	3.4	-0.2	3	2.1	-0.7	5
COc1ccc2c(c1OC)C(=O)OC2N1C(=O)CC[C@H]1C(=O)Nc1ccc2c(c1)OCO2 (stereo partly specified)	2.3	1	-0.1	-0.1	12	1.2	1.3	0	2.3	-1.3	5
O=C(/C=C/[C@H]1O[C@@H](n2ccc(=O)[nH]c2=O)[C@H](O)[C@@H]1O)NCc1cccnc1	2.5	-3	0.0	-0.1	7	.	0.2	5	.	-0.9	3
NC(=O)c1ccccc1-c1nc(-c2ccccc2)no1	3.5	4	-0.2	1.1	5	5.7	0.7	2	1.1	-0.5	2
Cc1ccccc1NC(=O)CC(C)S(=O)(=O)c1ccc2c(c1)NC(=O)CO2 (stereo unspecified)	-0.4	-3	0.6	0.4	10	1.6	-0.7	2	-0.7	-0.8	-8
COC(=O)C1=C(C)N(CC(C)C)C(=S)NC1c1cccc(Br)c1 (stereo unspecified)	-0.8	-5	-0.1	1.0	9	.	-0.7	-3	.	-1.5	-5
Cc1coc2c(C)c3oc(=O)c(CC(=O)N[C@@H](CC(C)C)C(=O)O)c(C)c3cc12	-1.4	1	8.6	0.2	-7	0.8	0.6	6	0.0	-0.4	8
O=C(c1ccc(Cl)cc1)C1CCN(C(=O)c2ccc(F)cc2)CC1	-1.4	-2	-0.1	-0.3	-3	-0.7	-1.5	-1	-1.9	-2.2	3
O=C(CSc1nccn1Cc1ccc(F)cc1)NC1CCCC1	-3.4	-3	0.2	0.4	-1	-2.2	-1.1	1	-0.9	-1.5	1
CCOC(=O)c1c(NC(=O)CCCC(=O)O)sc2c1CCC2	-4.9	2	-0.2	0.1	1	5.5	-1.6	-5	-0.4	-1.8	0
CCCc1ccc(OCc2ccccc2)c2c(=O)cc(C(=O)OCC)oc12	-0.1	0	-0.4	0.2	-6	-0.7	-1.0	0	1.6	-1.4	-3
O=C(c1ccc(C#CC2(O)CCCCC2)cc1)N1CCOCC1	2.2	0	-0.2	0.2	1	1.0	-0.9	1	-0.8	0.5	1
O=C(CSCc1ccc(Cl)cc1)Nc1nccs1	-2.2	-2	-0.3	0.2	-2	0.0	-0.8	1	1.3	-1.3	2
CCn1cc(Br)c(C(=O)Nc2ccc(C(=O)OC(C)C)cc2)n1	0.4	1	-0.9	-1.5	-5	-1.2	-2.3	0	0.1	-2.1	-3
Cc1cc(Cl)ccc1OCC(=O)NC1CCCC1	-3.2	-3	0.5	-1.7	5	1.8	-2.6	-2	-2.5	-2.3	-5
O=C1/C(=C/c2ccncc2)N=C2CCCCCN12	0.0	-1	2.5	0.3	3	1.4	-1.4	-2	0.9	-2.1	3
O=C(NCCc1ccc(Cl)cc1)Nc1cccc(Cl)c1	3.4	-2	-0.2	0.7	-22	4.7	-1.3	-2	-0.9	-1.4	-9
Cc1ccc(C)c(NC(=S)NNC(=O)c2csc(C)c2)c1	0.4	-3	-0.5	-0.4	12	-2.0	-1.9	2	-0.8	-1.3	5
Cc1cc(C)cc(C(=O)NN2CCN(C)CC2)c1	-2.2	1	-0.8	0.0	1	1.0	-0.7	-1	-0.7	-1.3	-2
Cc1c(C#N)c(N=CN(C)C)c(C(=O)c2ccccc2)n1-c1ccc(Br)cc1	-2.5	0	0.3	0.1	0	2.9	-1.4	-17	-0.8	-1.5	0
COc1ccc(Cl)cc1NC(=O)/C=C\C(=O)O	1.5	-2	-0.9	-0.6	7	4.6	5.1	2	1.7	0.9*	-1

Assay outcomes (PubChem)
